CHT block = inhibitors of human choline transporter CHT | 310,000 compounds, 0.86% hits | CHT-expressing cells, membrane potential dye, choline response; active compounds read low | B-score at 10 µM;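 active = B-score over 3 SD under the library average, and starting fluorescence ratio not unusually high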;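 also: choline stimulus applied at its EC90 after an EC20 pre-addition; B-score computed on integrated fluorescence ratio after choline addition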
Target sequence (Q9GZV3 whole entry, looked up): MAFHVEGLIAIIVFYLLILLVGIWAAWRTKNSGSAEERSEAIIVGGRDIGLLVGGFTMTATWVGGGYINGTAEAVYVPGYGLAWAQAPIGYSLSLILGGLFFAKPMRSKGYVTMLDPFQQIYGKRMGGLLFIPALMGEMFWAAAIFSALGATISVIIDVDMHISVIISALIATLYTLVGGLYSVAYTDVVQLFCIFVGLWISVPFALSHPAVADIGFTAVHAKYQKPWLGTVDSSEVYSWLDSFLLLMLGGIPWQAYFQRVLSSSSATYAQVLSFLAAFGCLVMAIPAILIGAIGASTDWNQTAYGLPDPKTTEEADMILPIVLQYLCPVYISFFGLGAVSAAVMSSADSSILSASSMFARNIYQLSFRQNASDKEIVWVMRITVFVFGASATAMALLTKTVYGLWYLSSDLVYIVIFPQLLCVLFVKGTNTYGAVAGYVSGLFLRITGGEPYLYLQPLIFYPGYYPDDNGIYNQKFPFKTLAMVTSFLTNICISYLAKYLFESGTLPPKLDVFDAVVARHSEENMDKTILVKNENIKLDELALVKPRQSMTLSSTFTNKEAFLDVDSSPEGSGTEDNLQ
CHT allo act = CHT positive allosteric modulators, primary screen, cell-based, membrane potential dye, choline EC20 | High affinity choline transporter 1 (Homo sapiens), Q9GZV3 | CHT-expressing cells; active compounds read high; LV-AA mutant CHT in HEK293 cells | B-score at 10 µM | 310,000 compounds, 0.49% hits | AID 488977, 2010;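 active = initial fluorescence not abnormally high and integrated response B-score, plate-corrected, over 3 SD above library mean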
* hit, by the source's call; i = inactive; ! = a repeat was not active.

SMILES	CHT block	CHT allo act
N#CC1=C(N)OC2=C(C(=O)CCC2)C1c1cccs1 (stereo unspecified)	i	i
COc1cccc(CC2(CO)CCN(Cc3cccn3-c3cccnc3)CC2)c1	i	i
CCOc1ccccc1NS(=O)(=O)c1c[nH]c(C(=O)OC)c1	i	i
COCCNc1ncnc2c1[nH]c1ccccc12	i	i
CC1(C)SC2C(NC(=O)COc3ccccc3)C(=O)N2C1C(=O)O (stereo unspecified)	-6.2*!	i
Cc1cc(C)c2c(c1)/C(=N/NC(=S)Nc1ccc(F)cc1)CCC2	i	i
CCn1c(CNC(=O)c2ccccc2F)nnc1SCc1nc2ccccc2c(=O)[nH]1	i	i
CCOc1ccc(S(=O)(=O)N2CCC(c3ccccc3)CC2)cc1C(=O)O	i	i
O=C(N/N=C/c1ccc(C(F)(F)F)cc1)c1ccc(O)cc1	i	i
COc1ccc(-c2cc(C(F)(F)F)nc(SCCC(=O)NCc3ccccc3)n2)cc1	i	i
O=[N+]([O-])c1c(NCCCO)cc(N2CCCCCC2)c2nonc12	i	i
CCCCC(=O)Nc1ccc(C(=O)Nc2ccc(S(=O)(=O)Nc3nccc(C)n3)cc2)cc1	i	i
Cc1nn(Cc2noc(C(=O)NCC3CCCO3)n2)c(C)c1Br (stereo unspecified)	i	i
N=c1c2c(-c3ccccc3)c(-c3ccccc3)n(Cc3ccccc3)c2ncn1CCO	i	i
CCOC(=O)N1CCC(N2Cc3cccc(C(=O)N4CCN(C5CCCCC5)CC4)c3C2=O)CC1	i	i
CCCSc1nc2c(c(=O)[nH]c(=O)n2C)n1CC(O)COc1ccccc1 (stereo unspecified)	i	i
COc1ccc(Cl)cc1NC(=S)Nc1ccccc1F	i	i
CCOC(=O)CN1NC2(CCCCC2)NC1=S	i	i
OCCC1CN(Cc2cnc(N3CCOCC3)s2)CCN1C1CCCC1 (stereo unspecified)	i	i
c1ccc(COC2CCCN(Cc3nc(-c4cnccn4)no3)C2)nc1 (stereo unspecified)	i	i

Records listed above shown as hits in CHT block:
| molecule | CHT block |
| --- | --- |
| CC1(C)SC2C(NC(=O)COc3ccccc3)C(=O)N2C1C(=O)O (stereo unspecified) | -6.2*! |

The list continues.
SMILES	CHT block	CHT allo act
O=C(c1cccc(C(F)(F)F)c1)C1CCCN(C(=O)CN2CCOC2=O)C1 (stereo unspecified)	i	i
CC(=O)c1ccc(S(=O)(=O)N2CCC(c3nnc(SCCN4CCCC4)n3C)CC2)cc1	i	i
O=C(O)C1CCCCC1C(=O)Nc1ccccc1F (stereo unspecified)	i	i
CCc1cc2c3c(c1)C(C)CC(C)(C)N3C(=O)C2=O (stereo unspecified)	i	i
O=C(Nc1ccccc1C(=O)NCCCN1CCOCC1)c1cccc([N+](=O)[O-])c1	i	6.3*
CC(=O)NC1C(c2nc3ccccc3s2)=C(c2ccccc2)C(=O)N1c1ccc(C)cc1 (stereo unspecified)	i	i
COc1ccc(-c2nc(-c3ccncc3)no2)cc1OC	i	i
C#Cc1cccc(-n2nnc(C(=O)OC)c2-c2ccccc2)c1	i	i
Cc1cc(Nc2ccccc2)nc(N2CCOCC2)n1	i	i
COc1cccc(CN(C)C(=O)c2ccc(NC(=O)CC3SC(N4CCCC4)=NC3=O)cc2)c1OC (stereo unspecified)	i	i
O=C(NCc1ccccn1)C1C2C=CC(C2)C1C(=O)Nc1ccc(F)cc1 (stereo unspecified)	i	i
Cc1cc(C(=O)COC(=O)c2ccc3c(c2)OCO3)c(C)n1Cc1cccs1	i	i
O=C1CC(NS(=O)(=O)c2ccc(F)cc2)CN1c1ccc2c(c1)OCCO2 (stereo unspecified)	i	i
CC(CCc1ccccc1)NC(=O)c1ccccc1F (stereo unspecified)	i	i
CC(C)CNC(=O)c1ccc(C2SCC(=O)N2Cc2ccccc2)cc1 (stereo unspecified)	i	i
CCOC(=O)c1ccc2c(c1)C1C=CCC1C(C(=O)O)N2 (stereo unspecified)	i	i
COc1ccc2c(c1[N+](=O)[O-])CCC/C2=N/OC(=O)c1ccccc1SC	i	i
CC(C)c1ccc(C(=O)NNC(=O)C2CC=CCC2C(=O)O)cc1 (stereo unspecified)	i	i
Cn1cc(S(=O)(=O)Nc2ccc(F)cc2F)c(=O)n(C)c1=O	i	i
Cc1ccccc1NC(=O)NNC(=O)c1ccc2ccccc2c1O	i	i
COc1c(O)cccc1/C=N/NC(=O)Cn1ccnc1C	i	i
N/C(=N\OC(=O)c1ccc2c(c1)OCO2)c1cccc([N+](=O)[O-])c1	i	i
COc1ccccc1C(=O)NC(=O)CSc1nncn1C(C)C	i	i
Cc1cccc(CCN(C(=O)Cc2cccs2)C(C(=O)NC2CCCCC2)c2cccnc2)c1 (stereo unspecified)	i	i
Cc1cc(C)n(-c2ccc(C(=O)Nc3ccc(C)c(S(=O)(=O)N4CCOCC4)c3)cc2)n1	i	i
Cn1c(C(=O)N2CCN(c3ccccn3)CC2)cc2ccccc21	i	i
CCOC(=O)CSc1cc(-c2ccccc2)nc2ncnn12	i	i
Cc1cc2nc(/C(C#N)=C/c3ccncc3)[nH]c2cc1C	i	i
CCN1C(=O)CSC1=NC1C2CC3CC(C2)CC1C3 (stereo unspecified)	i	i
Cc1cccc(Nc2nc(N3CCN(C)CC3)nc(N)c2[N+](=O)[O-])c1	i	i
COc1cccc(/C=N/NC(=O)c2cnccn2)c1O	i	i
COc1ccc(N2C(=O)[C@@H]3[C@H](C2=O)[C@H]2c4ccccc4C=CN2[C@@H]3C(=O)Nc2ccccc2)cc1	i	i
Cc1ccc(N(CC(=O)Nc2cccc(Cl)c2C)S(C)(=O)=O)cc1	i	i
O=C(CCn1nnc2ccccc2c1=O)N[C@@H](Cc1c[nH]c2ccccc12)C(=O)O	i	i
COC(=O)c1cc(=O)n(Cc2ccco2)c(=Nc2ccc(F)c(Cl)c2)s1	i	i
O=C(Oc1ccc(Cl)c2cccnc12)N1CCCCC1	i	i
COc1ccc(Cc2nc3ccc(C(=O)NCCc4cccc(C)n4)cc3o2)cc1	i	i
COc1ccc(OC)c(N(CC(=O)NN=C2CCN(C)CC2)S(=O)(=O)c2ccccc2)c1	i	i
COc1ccc(CCN2CC34C=CC(O3)C(C(=O)NCc3ccccc3)C4C2=O)cc1OC (stereo unspecified)	i	i
O=C(NCCCN1CCC(Cc2ccccc2)CC1)C1CC(=O)N(C2CCCC2)C1 (stereo unspecified)	i	i

Part of the list above in another layout.
canonical_smiles,CHT block,CHT allo act
COc1ccc(N2C(=O)[C@@H]3[C@H](C2=O)[C@H]2c4ccccc4C=CN2[C@@H]3C(=O)Nc2ccccc2)cc1,i,i
Cc1ccc(N(CC(=O)Nc2cccc(Cl)c2C)S(C)(=O)=O)cc1,i,i
O=C(CCn1nnc2ccccc2c1=O)N[C@@H](Cc1c[nH]c2ccccc12)C(=O)O,i,i
COC(=O)c1cc(=O)n(Cc2ccco2)c(=Nc2ccc(F)c(Cl)c2)s1,i,i
O=C(Oc1ccc(Cl)c2cccnc12)N1CCCCC1,i,i

Single records, as listed above. Order of values: CHT block | CHT allo act
`Cc1cc2nc(/C(C#N)=C/c3ccncc3)[nH]c2cc1C` reads i | i
`COc1c(O)cccc1/C=N/NC(=O)Cn1ccnc1C` reads i | i
`COc1ccccc1C(=O)NC(=O)CSc1nncn1C(C)C` reads i | i
`N/C(=N\OC(=O)c1ccc2c(c1)OCO2)c1cccc([N+](=O)[O-])c1` reads i | i
`CCOC(=O)CSc1cc(-c2ccccc2)nc2ncnn12` reads i | i

Next section
SMILES	CHT block	CHT allo act
Cc1cc(Cl)c(S(=O)(=O)Nc2ccccn2)cc1OCC(N)=O	i	i
COCCNC(=O)C(OC(=O)c1cccs1)c1ccc(F)cc1 (stereo unspecified)	i	i
Cc1ccc(S(=O)(=O)/C(C#N)=C/c2c(N3CCC(C(N)=O)CC3)nc3c(C)cccn3c2=O)cc1	i	i
N/C(=N\O)c1ccc(Oc2ccccc2Cl)c([N+](=O)[O-])c1	i	i
COc1ccc(-c2cc3ccc(O)cc3oc2=O)cc1OC	i	i
CCOC(=O)C1(Cc2cccc(OC)c2)CCN(C(C)CC(C)(C)O)CC1 (stereo unspecified)	i	i
O=C1N/C(=C/c2ccc(Br)s2)C(=O)N1c1ccccc1	i	i
CCOC(=O)C1CCN(C(=O)Cn2nc(C)n3c(cc4cc(F)ccc43)c2=O)CC1	i	i
O=C1CNC(=O)c2c(nc3n2CCC3)N1	i	i
Cc1nc2sc(C(c3ccc(Cl)cc3)N3CC(C)OC(C)C3)c(O)n2n1 (stereo unspecified)	i	i
O=C(Cc1cc(=O)[nH][nH]1)N/N=C/c1cccc2ccccc12	i	i
CC1CN(c2nc3ccccc3nc2C(C#N)C(=O)NCc2ccc3c(c2)OCO3)CC(C)O1 (stereo unspecified)	i	i
C#CCOC(=O)c1cc(Cl)c(=O)n(Cc2ccc(Cl)cc2Cl)c1	i	i
O=C(O)CNC(=O)C(c1ccccc1)c1ccccc1	i	i
CC(C)(C)C(=O)Nc1ccc(-c2nnc3n2CCCCC3)cc1	i	i
Cc1ccc(N=Nc2ccc(C)cc2NC(=O)Nc2ccccc2F)cc1	i	i
COc1ccc(C(=O)Nc2ccc3oc(-c4cccc(Cl)c4)cc(=O)c3c2O)cc1	i	i
COc1ccc(NC(=O)COC(=O)C2CCN(S(=O)(=O)c3cccs3)CC2)cc1	i	i
C/C(=C\c1ccccc1)C(=O)Nc1nc2ccc([N+](=O)[O-])cc2s1	i	i
Cc1nc(Cl)sc1C(=O)Nc1ccccc1Cl	i	i

4 of the compounds above, with two lines to a compound:
Sequence of screens – CHT block, CHT allo act
- Cc1cccc(CCN(C(=O)Cc2cccs2)C(C(=O)NC2CCCCC2)c2cccnc2)c1 (stereo unspecified)
  i, i
- Cc1cc(C)n(-c2ccc(C(=O)Nc3ccc(C)c(S(=O)(=O)N4CCOCC4)c3)cc2)n1
  i, i
- Cn1c(C(=O)N2CCN(c3ccccn3)CC2)cc2ccccc21
  i, i
- CCOC(=O)CSc1cc(-c2ccccc2)nc2ncnn12
  i, i

(continued)
SMILES	CHT block	CHT allo act
Nc1ccc(Oc2ccc3nc(-c4ccccc4)c(-c4ccccc4)nc3c2)cc1	i	i
COc1ccccc1C(CC(=O)Nc1ccc(Cl)cc1)c1ccc(OC(C)C)cc1 (stereo unspecified)	i	i
Cc1nn(-c2ccccc2)c(C)c1/C=N/NC(=O)c1cnccn1	i	i
CCOc1cccc(OCCCOc2cccc3cccnc23)c1	i	i
CN(c1cnn(-c2ccccc2)c(=O)c1Cl)n1cccc1	i	i
Cc1ccc(N2CSC3=C(C#N)C(c4cccs4)CC(=O)N3C2)cc1 (stereo unspecified)	i	i
CC(C)(C)c1ccc(CN2N=C(/C=C/c3ccccc3)CCC2=O)cc1	i	i
COc1cc(SC)ccc1C(=O)NCCOc1ccc(F)cc1	i	i
COCCCNC(=O)Cn1nnc(-c2ccc(NC(=O)c3ccccc3OC)cc2)n1	i	i
CCN(CC)CCCNC(=S)N1CCC(c2nc3ccccc3[nH]2)CC1	i	i
CCCn1c(SCC(=O)N2N=C3/C(=C/c4ccc(OC)cc4)CCCC3C2c2ccc(OC)cc2)n[nH]c1=O (stereo unspecified)	i	i
COc1ccc(CCC(=O)OCC(=O)N(CC(C)C)c2c(N)n(Cc3ccccc3)c(=O)[nH]c2=O)cc1	i	i
C=CCC1(CC=C)CCCN1C(=O)CC1C(=O)NCCN1Cc1ccc(OC)c(OC)c1 (stereo unspecified)	i	i
CNS(=O)(=O)c1cc(NC(=O)c2cncn2-c2ccccc2)ccc1C	i	i
O=C(NCc1nc2ccccc2[nH]1)C1=C[C@@H](c2ccc(C(F)(F)F)cc2)C[C@@H](OCc2ccc(CO)cc2)O1	i	i
CSCCC(NS(=O)(=O)c1ccc2c(c1)oc(=O)n2C)C(=O)NCc1ccccc1 (stereo unspecified)	i	i
COC(=O)c1cc(OC)c(OC)cc1NC(=S)N1CCN(Cc2ccccc2)CC1	i	i
Cn1c(=O)c(C(=O)COC(=O)c2cc(C3CC3)nc3ccccc23)c(N)n(Cc2ccccc2)c1=O	i	i
Cc1ccc(NC(=O)c2cccnc2)cc1S(=O)(=O)N(C)C	i	i
O=C(NNC(=S)Nc1ccc(Br)cc1Cl)c1ccncc1	i	i
CCOC(=O)CCNC(=O)N1CCCC(C(=O)c2ccc3c(c2)OCO3)C1 (stereo unspecified)	i	i
CCCCNC(=O)NNC(=O)COc1cccc(C)c1C	i	i
C/C(=C(\C#N)C(=O)NCc1ccccc1)N(C)C	i	i
COC(=O)C1N[C@@H]([C@@H](NC(=O)COc2ccccc2)C(=O)NCc2ccccc2)SC1(C)C (stereo partly specified)	i	i
COc1ccc(CCNC(=O)c2ccccc2N(C)S(=O)(=O)c2ccccc2)cc1	i	i
COc1ccc(OC)c(-c2csc(N(CC3CCCO3)C(=O)C3CCCCC3)n2)c1 (stereo unspecified)	i	i
CCOC(=O)C(CC(=O)O)N1CCCCC1 (stereo unspecified)	i	i
COc1ccc(N2CCN(C(=O)CSc3nnc(-c4cccnc4)n3-c3ccccc3)CC2)cc1	i	i
Cc1ccnc2c(N3C(=O)C4C5c6ccccc6C(c6ccccc65)C4C3=O)cccc12 (stereo unspecified)	i	i
CC(=O)c1ccc(NC(=O)CO/N=C(\C)c2cccs2)cc1	i	i
COc1cc(-c2noc(-c3cccc(Cl)c3)n2)cc(OC)c1OC	i	i
O=C(CCNS(=O)(=O)c1ccc(Br)cc1)NC1CCN(Cc2ccccc2)CC1	i	i
CC(C)N(C(=O)CS(=O)(=O)c1ccc(Cl)c(Cl)c1)C(C)C	i	i
COCCN(C(=O)Nc1ccc(OC)cc1OC)C1CCN(C(C)C)CC1	i	i
COC(=O)C1=C(C)N(C)C(=O)NC1c1ccc(C)cc1 (stereo unspecified)	i	i
Cc1cccn2c(=O)c(/C=C(\C#N)C(=O)NCc3ccco3)c(N3CCOCC3)nc12	i	i
COC(=O)COc1ccc(S(=O)(=O)NCc2ccc3c(c2)OCO3)cc1	i	i
O=C(NC1(C(F)(F)F)NC(=O)N(Cc2cccnc2)C1=O)c1ccccc1 (stereo unspecified)	i	i

Compound activity (PubChem)
